Screening results deposited in PubChem by National Center for Advancing Translational Sciences (NCATS).
BCR signal inh = qHTS Assay to Find Inhibitors of Chronic Active B-Cell Receptor Signaling; ABC-DLBCL IkBa-CBG/CBR reporter, luminescence ratio, 4 h; actives 0.05% (n = 340,000); Potency, µM (titrated, usually from 46.1 µM), for inactives: at the top dose ratio change, negative = lower green/red ratio, actives largely listed as inhibitors; AID 493014, 2011; active = well fitted inhibition curve with a large enough effect in the signal ratio, with a control signal flat, not every such curve was filed as active; inconclusive = small, poorly fitted or top-dose-only effect, or effect the other way, or a change in a side signal; the % refers to the signal ratio;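 also: potency is read from the fitted curve at half-maximal effect; plate controls were basal doxycycline-induced cells for no effect and cells given 10 µM MG132 for full effect; MG132 reads +100%, hits lower the ratio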
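Concentration-response series (up to 46 uM) were applied to TMD8 dual-reporter cells for 4 h at 37C with doxycycline. Green/red ratio, after filter-overlap correction, defined %Activity; red signal alone was normalised to basal cells and zero luminescence.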
GALK inh = qHTS Assay for Inhibitors of Human Galactokinase (GALK). Purified GALK, Kinase-Glo residual ATP luminescence. actives 0.007% (n = 270,000). Potency, µM (highest dose often 57.5 µM), without a hit: at the highest dose activity change, negative = inhibition, hits mostly inhibitors; also: potency is read from the fitted curve at half-maximal effect; % is scaled to controls: 0 for no effect and ±100 for the full control effect
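Luminescence from leftover ATP (Ultra-Glo luciferase/luciferin) served as read-out after a 1 h room-temperature reaction of 5 nM GALK with 35 uM ATP and 100 uM galactose.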
Menin MLL FP TR = qHTS Assay for Inhibitors Targeting the Menin-MLL Interaction in MLL Related Leukemias: Competition With Texas Red Labeled MLL-derived Mutant Peptide | O00255 | actives 0.23% (n = 270,000) | Menin + Texas Red MLL mutant peptide, fluorescence polarization | Potency, µM (doses to about 61.6 µM), for inactives: at the top dose FP activity change, negative = inhibition, most hits filed as inhibitors | AID 1768, 2009; active = well fitted inhibition curve with a large enough effect in the polarisation, with a control signal flat, not every such curve was filed as active; inconclusive = small, poorly fitted or top-dose-only effect, or effect the other way, or a change in a side signal; inactive = no such curve, though single readings can be large or run the other way; the % refers to the polarisation; also: potency is read from the fitted curve at half-maximal effect; % of control where 0% means no effect; many of its hits are not listed in these tables
USP2a block = qHTS Assay for Inhibitors of Ubiquitin-specific Protease USP2a Using CHOP2 as the Reporter; Ubiquitin carboxyl-terminal hydrolase 2 (Homo sapiens), O75604; USP2 core, Ub-CHOP2 coupled fluorogenic reporter, 485/531; Potency, µM (highest dose often 38.3 µM), without a hit: at the top dose activity change, negative = inhibition, usual class: inhibitors; actives 0.01% (n = 330,000); AID 463254, 2010;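 also: potency is read from the fitted curve at half-maximal effect; plate controls were DMSO wells for no effect and full inhibition by NEM control for full effect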
Target sequence (O75604 whole entry, looked up): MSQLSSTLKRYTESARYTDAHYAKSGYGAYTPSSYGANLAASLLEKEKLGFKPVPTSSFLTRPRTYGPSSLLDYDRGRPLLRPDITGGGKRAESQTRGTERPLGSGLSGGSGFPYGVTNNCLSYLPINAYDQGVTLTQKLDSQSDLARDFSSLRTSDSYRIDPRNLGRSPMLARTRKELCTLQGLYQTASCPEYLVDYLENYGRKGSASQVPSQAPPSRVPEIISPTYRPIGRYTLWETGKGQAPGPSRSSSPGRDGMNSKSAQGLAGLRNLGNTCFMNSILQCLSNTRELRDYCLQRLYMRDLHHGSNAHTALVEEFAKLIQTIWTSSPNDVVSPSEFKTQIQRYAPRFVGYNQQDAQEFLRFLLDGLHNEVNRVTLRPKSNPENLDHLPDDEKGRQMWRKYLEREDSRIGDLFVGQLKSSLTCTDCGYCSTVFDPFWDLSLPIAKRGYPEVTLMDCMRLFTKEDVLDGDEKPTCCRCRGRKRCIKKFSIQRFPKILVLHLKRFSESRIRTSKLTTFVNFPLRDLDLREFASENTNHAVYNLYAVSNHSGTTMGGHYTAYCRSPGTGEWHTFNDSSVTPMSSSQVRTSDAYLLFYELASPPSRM
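Cell-free coupled assay: 10nM USP2 core preincubated 30min RT with compound in Tris-HCl pH 8.0/CaCl2/CHAPS buffer, then 25nM Ub-CHOP2 and 25nM reporter substrate; fluorescence (Ex 485/Em 531) read after 60min RT, normalized to NEM inhibition, concentration-response curves fitted.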
Eya2 phos inh = qHTS Assay for Inhibitors of the Phosphatase Activity of Eya2 | Protein phosphatase EYA2 (Homo sapiens), O00167 | recombinant Eya2, OMFP fluorescence dephosphorylation (OMFP is methylfluorescein phosphate) | Potency, µM (titrated, usually from 76.9 µM), for the others: at the top dose activity, negative = inhibition, usual class: inhibitors | actives 0.006% (n = 330,000); also: potency is read from the fitted curve at half-maximal effect; % is scaled to controls: 0 for no effect and ±100 for the full control effect
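Eya2 protein (added as 0.2 uM solution) was preincubated with compound for 10 min at ambient temperature in 50 mM HEPES pH 7.5, 50 mM NaCl, 5 uM MgCl2, 0.05% BSA, 1 mM DTT. OMFP (added at 50 uM) then reacted 10 min; fluorescence read at 485/525 nm.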
MBNL1 CUG block = qHTS Assay for Inhibitors of MBNL1-poly(CUG) RNA binding; Muscleblind-like protein 1 (Homo sapiens), Q9NR56; TR-FRET MBNL1-His/biotin-(CUG)12 binding, 665/545 ratio; Potency, µM (highest dose often 57.5 µM), for inactives: at the highest dose activity change, negative = inhibition, most hits filed as inhibitors; actives 0.036% (n = 280,000); active = well fitted inhibition curve with a large enough effect in the signal ratio, with a control signal flat, not every such curve was filed as active; inconclusive = small, poorly fitted or top-dose-only effect, or effect the other way, or a change in a side signal; inactive = no such curve, though single readings can be large or run the other way; the % refers to the signal ratio; also: potency is read from the fitted curve at half-maximal effect; % is scaled to controls: 0 for no effect and ±100 for the full control effect
Target sequence (Q9NR56 whole entry, looked up): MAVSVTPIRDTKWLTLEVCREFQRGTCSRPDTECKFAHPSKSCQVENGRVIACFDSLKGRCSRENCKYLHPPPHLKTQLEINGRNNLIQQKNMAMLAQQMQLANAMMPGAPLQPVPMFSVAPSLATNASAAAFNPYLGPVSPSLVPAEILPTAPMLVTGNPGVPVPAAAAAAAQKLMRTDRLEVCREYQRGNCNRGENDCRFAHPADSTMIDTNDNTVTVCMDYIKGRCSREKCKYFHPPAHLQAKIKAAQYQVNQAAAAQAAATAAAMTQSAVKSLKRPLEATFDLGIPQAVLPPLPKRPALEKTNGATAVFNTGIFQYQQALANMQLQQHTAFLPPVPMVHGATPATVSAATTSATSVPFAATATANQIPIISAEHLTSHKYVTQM
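His-tagged MBNL1 binding to biotinylated (CUG)12 RNA was measured by TR-FRET using terbium anti-His antibody (0.055 ng/ul final) and streptavidin-XL665 (5 nM final). Compounds were titrated 92 nM to 58 uM; 60 min at room temperature.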
TSHR antagonist = Antagonists of the Thyroid Stimulating Hormone Receptor: HTS campaign; Thyrotropin receptor (Homo sapiens), P16473; activity change, negative = inhibition, % at 11.5 µM; actives 0.2% (n = 330,000); TSHR-expressing cells, TSH-stimulated cAMP HTRF, 2 h; hits give low values;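 active = activity change below a set negative limit, meaning inhibition stronger than a set level, cut at about -70% in these data; inconclusive = activity change between two set negative limits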; also: % is scaled to controls: 0 for no effect and ±100 for the full control effect
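Freshly harvested TSHR cells receive pin-tooled compound, then EC80 TSH at 4nM final. After 2 hours at 37 deg C, antibody in lysis buffer and cAMP-d2 are added; 30 minutes at ambient temperature precede the HTRF read.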
S-ASM inh = Inhibitors of Secretory Acid Sphingomyelinase (S-ASM): qHTS; Potency, µM (top dose mostly 57.5 µM), for the others: at the highest dose activity change, negative = inhibition, actives largely listed as inhibitors; Sphingomyelin phosphodiesterase (Homo sapiens), P17405; actives 0.006% (n = 340,000); placental ASM, HMU-PC fluorogenic substrate, 60 min; AID 504937, 2011; also: potency is read from the fitted curve at half-maximal effect
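Steps: dispense placental human ASM, pin compound, wait 10 min at room temperature, add HMU-PC0 substrate at 9 uM final, incubate 60 min at 37 °C, add stop solution raising pH to 10, read fluorescence.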
hERG WT inh = qHTS for Inhibitors of KCHN2 3.1: Wildtype qHTS. Voltage-gated inwardly rectifying potassium channel KCNH2 (Homo sapiens), Q12809. U2OS, BacMam KCNH2, thallium flux FluxOr; hits give low values. activity change, % at 1.84 µM. actives 0.37% (n = 340,000). AID 720551, 2013;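 active = maximum activity change below -70%; inconclusive = maximum activity change between -70% and -50%; inactive = maximum activity change above -50%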; also: % is scaled to controls: 0 for no effect and ±100 for the full control effect
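U2OS cells were transduced with wild-type KCNH2 virus (2.03 x 10^8 / mL) for 4 h at room temperature, then cultured overnight at 37 C. Thallium flux was read with FluxOr dye. Rate constants were normalized to DMSO controls.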
Mito fusion act = qHTS Assay for Small Molecule Inhibitors of Mitochondrial Division or Activators of Mitochondrial Fusion; Potency, µM (series often up to 46.1 µM), inactives show at the highest dose growth rescue (activation), actives largely listed as activators; AID 485298, 2010; S. cerevisiae fusion-defective mutant growth rescue, CellTiterGlo 48 h; actives 0.23% (n = 320,000);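 also: potency is read from the fitted curve at half-maximal effect; % of control where 0% means no effect; nearly all actives have a fitted effect of over 45% in size; temperature-sensitive fusion mutants such as fzo1-1 at 37 °C on non-fermentable ethanol glycerol medium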
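Growth-rescue viability read-out: after 48 h at the non-permissive 37C in glycerol/ethanol YPEG, yeast mitochondrial fusion mutants are measured by CellTiterGlo luminescence; compounds (23 nl pinned per well) restoring growth score as division inhibitors or fusion activators.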
PKM2 act = qHTS Assay for Activators of Human Muscle isoform 2 Pyruvate Kinase. AID 1631, 2009. Potency, µM (top dose mostly 57.5 µM), inactives show at the top dose activation, usual class: activators. Pyruvate kinase PKM (Homo sapiens), P14618. actives 0.34% (n = 260,000). purified PKM2, Kinase-Glo ATP luminescence, activation; response scale: 0% is enzyme alone, no compound; also: potency is read from the fitted curve at half-maximal effect; % is scaled to controls: 0 for no effect and ±100 for the full control effect; nearly all actives have a fitted effect of over 55% in size
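hPK-M2, >95% pure; 0.1 mM ADP / 0.5 mM PEP final; imidazole pH7.2 buffer w/ 7 mM MgCl2, 50 mM KCl; 1 h RT; Kinase-Glo lum. Intermediate enzyme activity for dual inhibitor/activator qHTS.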
* marks the source's active call; other numbers are inactive results; i = inactive; ? = inconclusive; . = not tested or not shown; [ ] = dose if it differs, or a comment. Unless noted, calls follow the shape of the dose curve; as a rule, active = well fitted curve in the direction sought with a large enough effect; inconclusive = small, poorly fitted or top-dose-only effect, or another doubt; inactive = no such curve, though single readings can be large; an effect the other way counts as inactive or inconclusive.

SMILES	BCR signal inh	GALK inh	Menin MLL FP TR	USP2a block	Eya2 phos inh	MBNL1 CUG block	TSHR antagonist	S-ASM inh	hERG WT inh	Mito fusion act	PKM2 act
CSc1c(CC(=O)NCCO)n(C)c2ccccc12	-26%	-1%	-5%	-1%	5%	-3%	1	8%	-10	-1%	-1%
COC(=O)c1ccc2c(=O)n(Cc3ccc4c(c3)OCO4)c(SCC(=O)N3CCCC3)nc2c1	10%	-1%	.	-2%	10%	-5%	2	-1%	-3	-3%	13%
CC1CC(=O)Nc2ccccc2N1C(=O)Nc1ccccc1 (stereo unspecified)	5%	-3%	.	-2%	14%	.	-4	4%	-9	2%	0%
CCN1CCN(C(=O)C2CCN(c3nnc(-n4c(C)ccc4C)s3)CC2)CC1	?	.	9%	1%	2%	-14%	-9	3%	6	-2%	-1%
CC1CCCCC1NC(=O)CN1CCC(O)(c2ccc(F)cc2)CC1 (stereo unspecified)	-7%	0%	-9%	-2%	14%	10%	6	2%	5	-3%	-3%
CCOc1cc(C)c(Cl)cc1S(=O)(=O)N1CCCC1	-11%	0%	-7%	4%	-4%	-1%	-3	0%	7	1%	9%
Cc1ccc(NC(=O)CCC(=O)NNC(=O)COc2ccc([N+](=O)[O-])cc2)cc1C	0%	-2%	.	0%	-2%	6%	6	-3%	1	-6%	-3%
CCOC(=O)c1cnc(-n2nc(C)cc2C)nc1NNc1nc(-c2ccccc2)cc(-c2ccccc2)n1	-1%	.	-9%	-2%	2%	-2%	1	-3%	-2	-7%	-3%
COc1ccc(/C=N/Nc2cn[nH]c(=O)c2Cl)cc1	?	5%	-18%	2%	3%	?	-3	0%	i	0%	-5%
O=C(COC(=O)CSc1ccc([N+](=O)[O-])cc1)NCC1CCCO1 (stereo unspecified)	-10%	-1%	.	3%	-9%	?	6	3%	13	4%	.
CCOc1ccc(/C=N/NC(=O)Cn2ccnc2C)cc1	-1%	1%	.	1%	13%	5%	11	2%	-34	-2%	-1%
O=C(NCc1ccc2c(c1)OCO2)c1ccc(CS(=O)(=O)Cc2cccc(Cl)c2)o1	-7%	2%	1%	3%	-8%	.	-9	-1%	-5	-1%	0%
CN1C2CCC1/C(=C\c1ccc(F)cc1)C(=O)/C2=C/c1ccc(F)cc1	1%	0%	3%	1%	-9%	-8%	3	0%	11	13%	-1%
COC(=O)NNC(=O)COc1cc(C)c(Br)cc1C(C)C	-1%	.	5%	2%	2%	3%[11.5 µM]	-3	4%	12	-13%	1%
Cc1ccc(Oc2ccc(Cl)cc2N)cc1	?	-3%	2%	-1%	-13%	-2%	-4	-5%	4	-6%	-3%
COc1cc(NC(=O)c2ccc([N+](=O)[O-])o2)ccc1NC(=O)c1cccs1	-19%	11%	?	1%	-19%	?	-6	-4%	-10	-1%	.
CC(C)CNC(=O)CN(C1CCCCC1)S(C)(=O)=O	7%	-1%	-1%	2%	19%	0%	-15	5%	0	1%	5%
O=c1[nH]c(N2CCOCC2)nc2ccccc12	5%	-2%	0%	1%	-11%	1%	-12	5%	9	1%	-9%
CC(=O)Nc1ccccc1NC(=O)c1ccc(C)cc1C	-1%	8%	-1%	2%	-27%	-8%	1	-2%	-4	5%	0%
CCC(=O)Nc1ccc2nc(C3CC3)n(Cc3ccccc3)c(=O)c2c1	-10%	0%	0%	-1%	0%	-2%	-9	-1%	-10	6%	1%
COC(=O)c1ccc(N2CCN(C(=O)c3ccccc3)CC2)c(NC(C)=O)c1	3%	0%	-9%	0%	0%	-1%	-1	-1%	8	3%	0%
O=C(Cc1ccc(Cl)c(Cl)c1)Nc1ccccc1N1CCOCC1	?	0%	-10%	1%	3%	6%	-11	-4%	-9	?	-3%
CCOC(=O)c1cc(CC)sc1/N=C/c1c(O)ccc2ccccc12	-11%	1%	6%	-7%	-11%	12%	19	-6%	-7	3%	22%
COc1ccccc1NC(=O)CSc1nc2ccccc2nc1N1CC(C)OC(C)C1 (stereo unspecified)	?	.	7%	-3%	-3%	5%	-8	14%	13	0%	-1%
CCOC(=O)c1[nH]c2cc3c(cc2c1NC(=O)CN1CCCC1)OCO3	-7%	1%	.	1%	-8%	.	-7	8%	3	6%	-6%
O=C(Cn1cnc2c(cnn2-c2ccccc2)c1=O)NCc1ccccc1	-1%	2%	-1%	1%	16%	7%	3	-1%	14	-3%	-2%
CCOC(=O)/C=c1\s/c(=C(\C#N)C(N)=O)n(-c2ccccc2)c1=O	?	.	.	6%	4%	8%	3	0%	-4	3%	2%
CN(C)c1nc(Oc2ccc(=O)[nH]n2)nc(N2CCOCC2)n1	2%	-2%	-3%	3%	10%	5%	21	6%	-1	3%	-3%
CC1(C)C(=O)NCCN1C(=O)CC1C(=O)NCCN1Cc1cccc(C(F)(F)F)c1 (stereo unspecified)	-8%	-3%	.	4%	-6%	1%	4	13%	-20	3%	.
CCC(C)NC(=O)c1c(N)n(/N=C/c2ccccn2)c2nc3ccccc3nc12 (stereo unspecified)	?	1%	10%	0%	-1%	-7%	14	174%[activator]	6	18%	6%
CC(NC(=O)c1ccccc1Cl)C(=O)Nc1ccc2c(c1)OCO2 (stereo unspecified)	-11%	.	.	2%	-10%	.	-4	3%	0	4%	.
O=C(COC(=O)CCc1c[nH]c2ccccc12)NCc1ccc2c(c1)OCO2	1%	1%	11%	2%	-2%	-4%	0	-2%	-4	4%	5%
Cc1c(Cl)ccc2c1NC(=O)[C@]21N[C@@H](Cc2ccccc2)[C@H]2C(=O)N(c3ccc(F)cc3)C(=O)[C@H]21	?	0%	1%	-18%	-11%	3%	1	-10%	1	0%	2%
COc1cccc(C(=O)N2CCN(S(=O)(=O)Cc3ccccc3)CC2)c1	4%	3%	-6%	0%	-9%	-12%	15	0%	-1	5%	?
S=C1Cc2ccccc2C(c2ccc(Cl)cc2)N1 (stereo unspecified)	?	0%	13%	0%	-10%	-6%	-9	5%	-3	-4%	.
COc1cc(C=O)ccc1OCCCCOc1ccccc1[N+](=O)[O-]	-9%	0%	19%	-10%	-7%	10%	-1	-4%	2	-1%	-8%
Cc1ccccc1N(CC(=O)NCc1ccco1)C(=O)CNS(=O)(=O)c1ccc(F)cc1	6%	-3%	.	-3%	9%	-4%	32	1%	-6	3%	.
COc1ccccc1C(CNC(=O)c1cccc(NS(=O)(=O)c2ccc(C)c(F)c2)c1)N(C)C (stereo unspecified)	-11%	.	.	2%	-6%	.	8	5%	16	5%	.
CCOc1ccc(NC(=O)CCn2c(=S)oc3ccccc32)cc1	4%	0%	?	-2%	-4%	-17%	23	-2%	-1	1%	.
CCCn1nc(C(=O)Nc2ccc(-n3cnnn3)cc2)c2ccccc2c1=O	5%	.	.	2%	13%	.	-3	14%	6	-9%	.
C[C@H](NC(=O)OC(C)(C)C)C(=O)NCC1CCC(C(=O)O)CC1 (stereo partly specified)	9%	-3%	0%	4%	-24%	-9%	9	0%	6	-1%	-1%

Not all compounds are listed; the hit share may differ from the screen's.
